14-3-3g Raf: 14-3-3 gamma protein interaction modulation. 160,000 compounds, 0.19% hits. P61981. inhibition, % at 40 µM. FP, 14-3-3gamma / TMR-pS259-Raf peptide binding; in the data active = inhibition above about 30%;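 note: 0% = protein plus tracer without compound and 100% = blank with tracer alone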
Target sequence (P61981 whole entry, looked up): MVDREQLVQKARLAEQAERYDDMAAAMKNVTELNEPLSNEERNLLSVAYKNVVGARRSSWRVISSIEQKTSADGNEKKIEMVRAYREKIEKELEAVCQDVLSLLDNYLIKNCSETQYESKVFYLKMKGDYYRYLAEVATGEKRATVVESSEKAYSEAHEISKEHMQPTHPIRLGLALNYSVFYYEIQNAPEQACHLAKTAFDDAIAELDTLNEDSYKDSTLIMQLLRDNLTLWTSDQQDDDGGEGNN
Starred values were filed as active, the others as inactive; & = joins results of further samples. Only part of the results is shown; count on the stated rates, not on these rows.

14-3-3g Raf	molecule
-4	CC(=O)Oc1ccccc1C=Cc1ccc2cccc(OC(C)=O)c2n1
-13	CCOC(=O)CNC(=O)CSc1nnc(-c2ccccc2)n1Cc1ccco1
-1	CCOC(=O)CN(C(=O)c1ccccc1)c1ccccc1C
10	Cc1cc(C)nc(NC(=O)c2ccccc2O)n1
-10	O=C(c1ccc2c(=O)n(Cc3ccco3)c(=S)[nH]c2c1)N1CCOCC1
6	O=S(=O)(c1ccc(Oc2ccc(Br)cc2)cc1)N1CCOCC1
2	Cc1ccc(C)c(C(=O)COC(=O)c2ccccc2Sc2ccc([N+](=O)[O-])cc2)c1
-8	Cc1ccc(C(=O)Oc2cccnc2)cc1C
-20	Cc1ccc(NC(=O)c2sc(=S)n3c2[nH]c(=O)c2ccccc23)c(C)c1
-13	Cc1cc(C)cc(-n2nc3c(c2NC(=O)c2ccc(S(=O)(=O)N4CCCC4)cc2)CSC3)c1
-26	CCOC(=O)c1c(NC(=O)COc2ccc(Cl)cc2)sc2c1CCC2
-42	CCOc1cc(-c2cc(O)c3c(C)oc(C)c3c(=O)c2)ccc1O
-6	Cc1ccc(-c2cn3cccnc3n2)cc1NC(=O)c1c(-c2ccccc2Cl)noc1C
-11	Cc1[nH]c2ccccc2c1SCCNC(=O)Cc1cccs1
0	CCOC(=O)c1c(C)n(C)c2c1cc(OC(=O)c1ccc(F)cc1)c1ccccc12
2	Cc1ccc(CS(=O)(=O)CCC(=O)O)cc1
0	CCCCOC(=O)C1C2C=C[C@]3(CN(CCCOC)C(=O)[C@H]13)O2 (stereo partly drawn)
-5	COC(=O)c1ccccc1NC(=O)CCc1nc(-c2ccccc2F)no1
-2	CCOC(=O)C1CCN(CC(O)COc2ccc(C(C)(C)C)cc2)CC1 (stereo not drawn)
-12	CCOC(=O)N1CCN(C(=O)CCSc2ccc(C)cc2)CC1
-12	COC(=O)c1ccc(C(=O)OC)c(NC(=O)c2cccc(Cl)c2)c1
5	Cn1c(SCc2ccccn2)nnc1-c1cnccn1
-3&0	O=C(CCNS(=O)(=O)c1ccc(Cl)cc1)NCc1cccnc1
-10	CC1CCCCN1C(=O)CSc1nc(-c2ccccc2)cc(=O)[nH]1 (stereo not drawn)
-7	CCOC(=O)c1ccc(Cn2c3ccc([N+](=O)[O-])cc3c3nc4ccccc4nc32)o1
5	CCN(CC)CCCN1C(=O)C(O)=C(C(=O)c2ccco2)C1c1ccc(OC(C)C)cc1 (stereo not drawn)
4	CCCCOC(=O)c1cccc(NC(=O)c2ccc(F)cc2)c1
-10	COc1ccccc1Cn1c(SCC(=O)c2ccccc2)nc2ccc(Br)cc2c1=O
-3	CCN(CC)C(=O)C1CCN(CC2CC=CCC2)CC1 (stereo not drawn)
-8	COc1nc(OC)nc(N2CCC(C(=O)Nc3cccc4c3CCCC4)CC2)n1
2	COCCNc1nc2c(c(=O)n(Cc3cccc(Br)c3)c(=O)n2C)n1C
2	O=C(c1csc2c1CCCC2)N1CCN(c2ncccn2)CC1
-5	COc1ccc(-n2cc(C(=O)N3CC(C)CC(C)C3)c3ccccc3c2=O)cc1 (stereo not drawn)
-3	CC1(COc2ccccc2)NC(=O)NC1=O (stereo not drawn)
-2	CCN(CC)CCN1C(=O)c2ccccc2NC1c1ccccc1F (stereo not drawn)
2&-8	CC(C)NC(=O)CCS(=O)(=O)c1ccc(Br)s1
-3&-4	O=C(CSc1nnc(-c2ccc(Cl)s2)o1)N1CCOCC1
0	CCOc1ccc2nc(SCC(=O)Nc3ccc(OC(F)(F)F)cc3)[nH]c2c1
-8	COC(=O)c1cc(Br)c(=O)n(-c2ccc(OC)cc2)c1
-1	Cc1nn(-c2cc(Cl)ccc2N)c(=O)c2ccccc12
-8	O=C(Nc1ccccc1Cl)c1ccccc1Nc1nc(-c2ccccc2)cs1
-19	Cc1cc(C)c(NC(=O)COc2ccc(Br)cc2)c(C)c1
-4	CCOC(=O)CN1C(=O)SC(CC(=O)Nc2nccs2)C1=O (stereo not drawn)
1	CCn1c(SCCN2CCCCC2)nnc1-c1ccc(S(=O)(=O)N2CCOCC2)cc1
1	CN(C)c1nc(Oc2ccc(C(=O)OCC(=O)Nc3ccccc3)cc2)nc(N(C)C)n1
10	COc1ccc(OC)c(C2C(C(=O)c3ccco3)=C(O)C(=O)N2CCCN2CCOCC2)c1 (stereo not drawn)
1	C[C@H](Cc1ccccc1)Nc1ncnc2c1ncn2[C@@H]1O[C@H](CO)[C@H](O)C1O (stereo partly drawn)
5	CCCSc1nc(N)c2c3c(sc2n1)CCCC3
15	COc1ccc(-c2cc(=O)n(CCC#N)[nH]2)cc1
-9	c1ccc(Cn2nnnc2C(c2ccccn2)N2CCOCC2)cc1 (stereo not drawn)
-4	CCOC(=O)CSc1nc2ccccc2s1
-7	CC1CC(C)CN(C(=O)COC(=O)CNS(=O)(=O)/C=C/c2ccccc2)C1 (stereo not drawn)
5	Cc1cc(N2CCC(C)CC2)nc2ccc(NC(=O)CCC(=O)NC3CCCCC3)cc12
-22	COc1ccccc1Nc1ncc(C(=O)NCCCN2CCC(C)CC2)c2ccccc12
-16	Cc1ccc(C2CC(=O)C3=C(C2)Nc2ccccc2N(C(=O)C(F)(F)F)C3c2ccccc2F)cc1 (stereo not drawn)
-1	CSc1ccccc1NC(=O)CN(Cc1ccc(Cl)cc1)S(C)(=O)=O

(next part)
14-3-3g Raf	molecule
-1	CCN(CC)S(=O)(=O)c1ccc(S(=O)(=O)N(Cc2ccccn2)Cc2ccco2)cc1
-11&-4	CC(C)NCC(O)COc1cccc2[nH]ccc12 (stereo not drawn)
5	Cc1ccc(C#N)c(SCc2nnc(-c3ccc(Cl)cc3)o2)n1
-8	COC(=O)Nc1nc(C)c(C(=O)N(C)C)s1
11	Cc1cccc(Cn2c(N3CCOCC3)nc3c2c(=O)n(C)c(=O)n3C)c1
-5	Cc1cc(Br)ccc1NC(=O)CNC(=O)CN(C)Cc1nc2ccccc2c(=O)[nH]1
-11	O=c1ccc2cc3c(-c4ccccc4)coc3cc2o1
-11	Cc1ccc2nc(NCc3ccco3)c(C=NCc3ccco3)c(=O)n2c1
-1	CCOC(=O)c1cccc(-n2c(C)nc3ccccc3c2=O)c1
-12	Cc1cc(C)cc(OCC(=O)NCc2nc(-c3ccccc3)no2)c1
-4	CC#CCCCC(=O)Nc1ccccc1C(=O)O
-7	O=C(CSc1nnc(-c2cccs2)n1Cc1ccco1)c1ccc2c(c1)OCO2
-2	COc1cc2c(cc1OC)C(C(=O)NCCCN1CCC(C)CC1)C1c3ccccc3CCN1C2=O (stereo not drawn)
-5	Cc1ccc(C2C(C(=O)c3cc4ccccc4o3)=C(O)C(=O)N2CCN(C)C)o1 (stereo not drawn)
8	CCCC(=O)N1c2ccc(-c3csc(N)n3)cc2CC1C (stereo not drawn)
-1	Cc1ccc2c(c1)N(C(C)C(=O)NCc1cccs1)C(=O)CO2 (stereo not drawn)
-2	CN(C)S(=O)(=O)c1cccc2c1C(=O)c1ccccc1C2=O
1	O=c1c2ccccc2nc(SCc2cc(=O)n3ccccc3n2)n1C1CCCC1
-6	O=C(NC1CCCCC1)C(c1ccc(Cl)cc1)N(C(=O)c1cnccn1)c1ccc2c(c1)OCO2 (stereo not drawn)
-4	O=C(Nc1ccc(F)cc1)N(CCCN1CCOCC1)Cc1cc2cc3c(cc2[nH]c1=O)OCCO3
-2	CC(C(=O)Nc1ccc(Cl)cc1)N1C(=O)c2ccccc2C1=O (stereo not drawn)
-7	CCOC(=O)N1CCN(C(=O)CS(=O)(=O)Cc2nc(-c3ccccc3C)oc2C)CC1
1	O=C(COC(=O)C1CCN(C(=O)c2ccc(Cl)cc2)CC1)c1ccco1
2	CCC(C)NC(=O)C(C)N(c1ccccc1)S(C)(=O)=O (stereo not drawn)
6	CCC(C)(C)N1CC(=O)N(Cc2ccccc2)C(c2ccc(OC)cc2)C1=O (stereo not drawn)
-1	COc1ccc(-c2noc(CCCc3ccccc3)n2)cc1OC
2	Cc1nc2ccccc2c2oc(C(=O)NCCN3CCN(C)CC3)cc12
-10	CC1(C)CC(=O)C2=C(C1)N(c1ccc(F)cc1)C1=C(C(=O)CC(C)(C)C1)C2c1cccc(F)c1
-5	N#Cc1c2c(c(N3CCN(CCO)CC3)n3c1nc1ccccc13)CCC2
7	CC(c1ccco1)N(C(=O)c1ccc(Cl)s1)c1ccccn1 (stereo not drawn)
0	O=C(NC1CCCCC1)NC1CCN(S(=O)(=O)Cc2ccccc2)CC1
-3	C=CCSc1nnc2c(n1)OC(c1cc(Br)c(O)c(OC)c1)Nc1ccccc1-2 (stereo not drawn)
-11	CC(C)NC(=O)c1cccnc1SCc1ccccc1Cl
-7	Cc1cc(Cl)c(S(=O)(=O)Nc2ccon2)cc1OCC(=O)NC1CCCCC1
-7	COC(=O)C1=C(C)NC(=O)N(C(C)=O)C1c1ccc(F)cc1 (stereo not drawn)
5	CCn1c2ccccc2c2cc(CN3CCN(S(=O)(=O)c4ccc(Cl)cc4)CC3)ccc21
-2	CCCS(=O)(=O)c1nc(S(=O)(=O)c2ccc(C)cc2)c(N2CCCC2)s1
4	COc1ccc(N2CCN(CCCNC(=O)C3CCCN(S(=O)(=O)c4cnc[nH]4)C3)CC2)cc1 (stereo not drawn)
119*	O=C(O)Cn1c2ccccc2c2nn3cc(-c4ccccc4)nc3nc21
3	CCOC(=O)c1c(C)n(OCc2ccccc2)c2ccc3nonc3c12

Looked up one by one from the list above, two records:
14-3-3g Raf	molecule
-2	CCCS(=O)(=O)c1nc(S(=O)(=O)c2ccc(C)cc2)c(N2CCCC2)s1
-7	Cc1cc(Cl)c(S(=O)(=O)Nc2ccon2)cc1OCC(=O)NC1CCCCC1

(cont.)
14-3-3g Raf	molecule
-4	CCOc1ccc(-n2c(=O)c3sccc3n(CC(=O)NCCc3ccccc3)c2=O)cc1
-8	Cc1cc(=O)oc2cc(OCC(=O)N3CCCc4ccccc43)ccc12
-15	CCCN1CCN(C(=O)c2ccc(Sc3ccc(Cl)cc3)c(NC(C)=O)c2)CC1
-30	COc1ccc(NC(=O)c2sc3nc(-c4cccs4)ccc3c2N)c(C)c1
1	CCOc1ccc(OCC)c(NC(=O)c2oc(=O)c3ccccc3c2-c2ccc(C)cc2)c1
-2	COC(=O)c1ccc2c(c1)C(=O)N(c1ccc(OC)cc1)C2=O
-3	Cn1c(=O)c2c(-c3ccccc3)n(-n3cnnc3)cc2n(C)c1=O
-3	CN(C)CCN1C(=O)c2oc3ccccc3c(=O)c2C1c1cccc(Br)c1 (stereo not drawn)

At a glance, some entries already given.
14-3-3g Raf	molecule
-30	COc1ccc(NC(=O)c2sc3nc(-c4cccs4)ccc3c2N)c(C)c1
1	CCOc1ccc(OCC)c(NC(=O)c2oc(=O)c3ccccc3c2-c2ccc(C)cc2)c1
-2	COC(=O)c1ccc2c(c1)C(=O)N(c1ccc(OC)cc1)C2=O
-3	Cn1c(=O)c2c(-c3ccccc3)n(-n3cnnc3)cc2n(C)c1=O
-3	CN(C)CCN1C(=O)c2oc3ccccc3c(=O)c2C1c1cccc(Br)c1 (stereo not drawn)

Following part
14-3-3g Raf	molecule
11	O=[N+]([O-])c1ccc(NCCCOc2nonc2-c2ccccc2)c(Cl)c1
24	CN1CCN(/C=N/c2sc3c(c2C#N)CCCCC3)CC1
-14	Cc1ccc(-c2csc(NC(=O)c3ccc(S(=O)(=O)N(C)C)cc3)n2)cc1
8	CCCCN(CC)C(=O)Cn1c(=O)n(-c2ccc(Cl)cc2)c(=O)c2c(C)c(C)sc21
-31	CCC(C)(C(=O)NC1CCCCC1)N(Cc1cccs1)C(=O)c1ccc(=O)[nH]c1 (stereo not drawn)
4	COc1ccc(NC(=O)c2cc(S(=O)(=O)N3CCOCC3)cs2)cc1
-2	O=C(CCNC(=O)Cn1cnc2sc3c(c2c1=O)CCCC3)NCc1cccnc1
-12	CCN(CC)S(=O)(=O)c1ccc(-c2csc(=Nc3ccc(F)cc3)n2CCO)cc1
-4	CCOc1ccc(C(=O)c2nc3c(n2O)CCCC3)cc1
-4	CCOc1ccc(CCNC(=O)C2CC(=O)N(C3CCCC3)C2)cc1OCC (stereo not drawn)
-4	Cc1nn(-c2ccccc2)c2c1C(=O)CC(C)(C)C2
-3	COc1ccc(-n2nnnc2SCC(=O)c2cccc(OC)c2)cc1
3	CN1c2ccccc2-c2ccccc2C12C=Cc1ccccc1O2 (stereo not drawn)
-6	C(=NCc1ccco1)c1ccc2c(c1)OCO2
-3	CCOC(=O)Cn1c(S(=O)(=O)Cc2ccccc2)nc2ccccc21
-34	C=CCn1c(=O)c(C#N)cc2c(=O)n3ccccc3nc21

Some of these compounds in order of molar mass, smallest number first:
14-3-3g Raf	molecule
-3	CC1(COc2ccccc2)NC(=O)NC1=O (stereo not drawn)
-4	Cc1nn(-c2ccccc2)c2c1C(=O)CC(C)(C)C2
-1	Cc1nn(-c2cc(Cl)ccc2N)c(=O)c2ccccc12
-19	Cc1cc(C)c(NC(=O)COc2ccc(Br)cc2)c(C)c1
1	C[C@H](Cc1ccccc1)Nc1ncnc2c1ncn2[C@@H]1O[C@H](CO)[C@H](O)C1O (stereo partly drawn)
8	CCCCN(CC)C(=O)Cn1c(=O)n(-c2ccc(Cl)cc2)c(=O)c2c(C)c(C)sc21

Next section.
14-3-3g Raf	molecule
-4	CCCC(=O)N1CCN(c2nc(C(C)C)c3c(c2C#N)CC(C)(C)OC3)CC1
16	CCN(CC)CCCNC(=O)c1cc2cc3ccc(OC)cc3nc2o1
3	Cc1ccc(-c2n[nH]c(=S)c3ccccc23)cc1
-6	CCCOc1cccc(NC(=O)c2cc(C(C)(C)C)oc2C)c1
112*	CN(C)c1ccc(N=Cc2nc(-c3ccccc3)oc2O)cc1
-2	O=C(NCCOC(=O)c1ccc(F)cc1)c1ccncc1
-15	O=C(CCCCCn1c(=S)[nH]c2cc3c(cc2c1=O)OCO3)NCc1ccc(Cl)cc1
2	COCCCNC(=O)c1c[nH]c2ccc(S(=O)(=O)Nc3cccc(Cl)c3C)cc2c1=O
-80	Cc1ccc(S(=O)(=O)c2nc(-c3ccco3)oc2SC(C)C)cc1
-12	CCOC(=O)C(Cc1ccccc1)NC(=O)CCc1c(C)nc2ncnn2c1C (stereo not drawn)
1	CCN(CC)C(=NS(=O)(=O)c1ccc(F)cc1)c1ccccc1
-13	S=C(c1ccc(-c2ccccc2Cl)o1)N1CCCCC1
4	COC(=O)c1ccccc1NC(=O)N1CCCC1
